Screening results (PubChem)
LMPTP inh: LMPTP (human) inhibition | inhibition, % at 20 µM | recombinant LMPTP-A, OMFP fluorogenic substrate, fluorescence intensity | P24666 | actives 0.22% (n = 360,000) | AID 651560;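 active means compounds that cut the enzyme signal by at least half of the control window in the single-dose screen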;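 further: plate controls were DMSO wells with enzyme plus substrate for no effect and substrate without enzyme for full effect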
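Buffer or medium: Bis-Tris pH 6.0, DTT, detergent; Assay system: LMPTP-A enzyme; Quantity: 0.625 nM enzyme; Detection: endpoint fluorescence intensity; Times: 50 min dark incubation at room temperature; Controls: substrate-only low control, DMSO enzyme-plus-substrate high control; Doses: single 20 µM dose; Read-out: percent inhibition versus substrate-only and uninhibited controls; Reagent: 400 µM OMFP.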
Scp1 inh: blocks human Scp-1 phosphatase activity; inhibition, % at 20 µM; Q9GZU7; AID 493091; actives 0.88% (n = 340,000); Recombinant Scp1, phosphopeptide, malachite green phosphate absorbance;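 active means inhibition above about 50% at 20 µM, limit read from the data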;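 further: plate controls were DMSO wells with enzyme for no effect and wells lacking enzyme for full effect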
Target sequence (Q9GZU7 76-261 limits assumed): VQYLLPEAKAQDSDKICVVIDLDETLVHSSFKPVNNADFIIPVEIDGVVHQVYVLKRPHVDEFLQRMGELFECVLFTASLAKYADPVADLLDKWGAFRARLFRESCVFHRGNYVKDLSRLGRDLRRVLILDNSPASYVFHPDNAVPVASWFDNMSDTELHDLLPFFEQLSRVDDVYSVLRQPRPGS
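System: truncated SCP-1 phosphatase (76-261aa); medium: Tris acetate buffer pH 5.5 with MgCl2 and Tween-20; incubation: 45 min room-temperature reaction, 5 min colour, 30 min stabiliser; compound: single 20 µM dose, 1% DMSO; reagent: Phosphorylated 17-residue peptide substrate; read-out: % inhibition at 20 µM; technique: colorimetric free-phosphate detection, absorbance 630 nm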
Rin1-Abl PPI inh: human Rin1-Abl interaction inhibition; P00519+Q13671; TR-FRET Rin1/Abl binding, biochemical; inhibition, % at 7.35 µM; actives 0.4% (n = 360,000); in the data active means inhibition above about 5%, passing the limit was not always enough
NadD block: inhibitors of Staphylococcus aureus NadD | purified NadD enzyme, colorimetric absorbance read-out | inhibition, % at 20 µM | actives 0.78% (n = 360,000) | AID 602399; in the data active means inhibition above about 26%; further: some compounds past the cut are filed as inactive
DNMT1 inh: blocks human DNA methyltransferase DNMT1; DNMT1 molecular beacon, Hinp1I cleavage, fluorescence; inhibition (reported as % activation of signal), % at 10 µM; actives 0.83% (n = 360,000); AID 588458; in the data active means inhibition above about 50%
STEP block: STEP (human) phosphatase inhibition. inhibition, % at 20 µM. recombinant STEP, OMFP fluorogenic substrate, fluorescence. actives 0.25% (n = 360,000). P54829;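 active means inhibition at 20 µM, scaled per plate between control wells, above about 37%, limit read from the data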;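 further: 0% = DMSO with enzyme and substrate and 100% = substrate only without enzyme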
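medium = Bis-Tris buffer pH 6.0, 2.5 mM DTT, 0.005% Tween 20 | test system = STEP (striatal-enriched tyrosine phosphatase) enzyme, cell-free | measure = normalized % inhibition | compound dosing = 20 µM, 1% DMSO | also added = 25 µM OMFP | schedule = reaction 20 min, ambient temperature | measured by = fluorescence read at 480 nm ex / 540 nm em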
Rpn11 block: inhibitors of human proteasome Rpn11; O00487; human 26S proteasome, Ub4-pepOG fluorescence polarization; 20S core pre-blocked with epoxomicin; calls only at 20 µM; actives 0.59% (n = 360,000);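 active means inhibition at 20 µM, scaled to each plate's controls, above about 33%, limit read from the data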
Target sequence (O00487 whole entry, looked up): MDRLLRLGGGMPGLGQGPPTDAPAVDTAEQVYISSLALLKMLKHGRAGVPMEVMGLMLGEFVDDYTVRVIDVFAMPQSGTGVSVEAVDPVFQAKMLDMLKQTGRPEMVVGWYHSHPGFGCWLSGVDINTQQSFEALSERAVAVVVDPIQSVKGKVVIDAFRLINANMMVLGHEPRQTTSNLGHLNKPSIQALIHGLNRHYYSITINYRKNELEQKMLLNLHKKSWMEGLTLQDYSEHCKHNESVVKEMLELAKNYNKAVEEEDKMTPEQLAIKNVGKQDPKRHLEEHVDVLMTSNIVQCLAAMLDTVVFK
Neddylation inh: inhibitors of human cullin neddylation | P61081+Q13564 | TR-FRET cullin neddylation, biochemical | calls only at 25 µM | actives 0.58% (n = 360,000) | AID 651699; in the data active means inhibition above about 36%
SUMO1-SIM PPI: modulators of human SUMO1-mediated protein-protein interactions; P63165; SUMO1 binding to a labelled peptide, TR-FRET, 1 h; inhibition, % at 20 µM; actives 0.33% (n = 360,000); AID 602429; in the data active means inhibition above about 37%
Target sequence (P63165 whole entry, looked up): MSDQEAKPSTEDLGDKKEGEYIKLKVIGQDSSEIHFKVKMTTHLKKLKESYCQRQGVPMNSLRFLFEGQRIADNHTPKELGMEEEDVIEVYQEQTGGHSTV
CSN deneddyl inh: inhibitors of human CSN-mediated cullin deneddylation. AID 651999. Q92905. Purified CSN, SCF-Nedd8-OG deneddylation, fluorescence polarization. inhibition, % at 12.5 µM. actives 0.38% (n = 360,000);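 active means pattern-corrected inhibition above about 35%, with an unprinted fluorescence ratio check between 0.5 and 1.5, limit read from the data, passing the limit was not always enough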;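 further: 0% = enzyme with substrate and 100% = substrate without enzyme; some results filed as inactive read as strong as hits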
Target sequence (Q92905 whole entry, looked up, one chain of several): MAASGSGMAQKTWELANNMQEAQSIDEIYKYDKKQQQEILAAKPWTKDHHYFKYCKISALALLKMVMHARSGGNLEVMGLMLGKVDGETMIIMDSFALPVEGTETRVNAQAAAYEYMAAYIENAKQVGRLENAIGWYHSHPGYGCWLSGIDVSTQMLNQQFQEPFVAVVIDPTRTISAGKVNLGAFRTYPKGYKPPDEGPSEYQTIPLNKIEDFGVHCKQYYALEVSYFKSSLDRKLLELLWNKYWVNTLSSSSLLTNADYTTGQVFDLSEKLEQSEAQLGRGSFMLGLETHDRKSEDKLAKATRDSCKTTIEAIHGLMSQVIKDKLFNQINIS
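Detection – fluorescence polarization · System – HEK293T-derived human Csn5 enzyme · Controls – substrate-only high control, full reaction low control · Timing – 90 min, room temperature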
* hit, by the source's call; i = inactive; nt = no result given; + = active, no number.

SMILES	LMPTP inh	Scp1 inh	Rin1-Abl PPI inh	NadD block	DNMT1 inh	STEP block	Rpn11 block	Neddylation inh	SUMO1-SIM PPI	CSN deneddyl inh
O=CN(Cc1nc2ccccc2[nH]1)c1ccc(C(=O)O)cc1	-1.2	-5	3	-1	-3	-2	i	i	1	0
Cc1ccc(S(=O)(=O)NC(=O)Nc2ccccc2)cc1	-0.4	-6	2	6	2	0	i	i	1	-4
CC(/C=N\N1CCN(Cc2ccc(C)cc2)CC1)=C\c1ccccc1	1.2	-5	5	-5	2	2	i	i	-3	3
Cc1oc(-c2ccccc2)cc1C(=O)Nc1cccc(C(=O)O)c1	1.3	-5	-1	-6	2	0	i	i	8	-1
COC(=O)c1c(-c2cccc3ccccc23)csc1NC(=O)Cc1ccc(OC)c(OC)c1	3.3	-1	-1	1	-9	5	i	i	-3	1
N#Cc1cc2c(nc1SCC(=O)Nc1sc3c(c1C#N)CCC3)CCC2	1.4	6	-4	13	6	-1	i	i	-1	4
CC(=O)Nc1ccc(S(=O)(=O)N2CCN(C34CC5CC(CC(C5)C3)C4)CC2)cc1	0.0	-3	0	-3	-1	4	i	i	0	4
c1ccc(OCc2nn3c(Cn4nnc5ccccc54)nnc3s2)cc1	0.0	-4	-5	2	-2	4	i	i	12	4
Cc1ccc(NC(=O)C2CCN(C(=O)c3ccc(Cl)cc3)CC2)nc1	0.2	-2	-3	0	-1	-2	i	i	3	3
COc1cccc(CN2CCN(C(=O)c3ccco3)CC2)c1OC	-3.4	1	2	2	2	2	i	i	-4	-1
COC(=O)/C=C1\OCc2ccc(C)cc21	-0.8	nt	nt	nt	nt	nt	nt	i	-4	-2
CC(NC(=O)Cc1ccc(S(=O)(=O)N2CCCCC2)cc1)c1ccccc1 (stereo not drawn)	-1.0	-6	-2	6	-5	-2	i	i	-1	0
O=C(c1ccc(F)cc1)c1ccc(CN2C(=O)c3ccccc3C2=O)o1	-0.6	-7	0	-16	6	1	i	i	-6	-2
COC12CC(=O)C(C(C)=O)=C(O)C1(C)c1c(O)c(C)c(O)c(C(C)=O)c1O2 (stereo not drawn)	-0.6	nt	3	-2	-20	-7	nt	i	3	43*
COCCn1nnnc1C(c1cccc(OC)c1OC)N1CCN(C2CCCCC2)CC1 (stereo not drawn)	-0.6	-8	-1	-2	-1	-2	i	i	-3	-9
O=C(O)Cc1coc(-c2ccc(F)cc2)n1	-1.1	0	1	-3	1	-1	i	i	-1	1
Cc1nc(N2CCN(C)CC2)c2sc(=S)n(C)c2n1	-1.4	-1	-2	-7	1	-1	i	i	1	-4
CNS(=O)(=O)c1ccc(CCC(=O)N2CCN(c3ccccc3OC)CC2)cc1	-0.9	-7	2	2	0	-2	i	i	-1	3
CN(C1CCCCC1)S(=O)(=O)c1cccc(C#N)c1	-0.7	7	-1	2	-1	0	i	i	0	-10
CCOCCCNC(=O)C(c1ccc(Cl)cc1)N(Cc1cccs1)C(=O)CNC(C)=O (stereo not drawn)	-0.1	5	-2	-3	1	-4	i	i	3	-4
COc1ccc(CCNC(=O)c2ccc(NS(=O)(=O)c3ccc4[nH]c(=O)[nH]c4c3)cc2)cc1OC	-1.5	-7	4	-1	0	-1	i	i	1	2
Cc1cc(C)c2nc(NNC(=O)c3cc(=O)c4ccccc4o3)sc2c1	2.5	3	-1	59*	-23	2	+	i	-5	10
OCCN1CCN(C(=S)NCCc2ccccc2)CC1	-1.3	-7	1	12	1	9	i	i	1	-3
OC[C@@H](O)[C@@H](O[C@@H]1O[C@H](CO)[C@H](O)[C@H](O)[C@H]1O)[C@H](O)[C@@H](O)CO	-0.6	-6	-2	6	-2	0	i	i	-3	-1
Cc1onc(NC(=O)NC(=O)c2c(F)cccc2Cl)c1Br	0.0	-2	-4	-2	-2	-2	i	i	2	1
CSC1=NC(C)(C)C=C(/C=C/c2c(Cl)cccc2Cl)N1	0.6	-1	8	1	0	0	i	i	-4	6
Cc1ccc(C)c(/C=C/C(=O)c2ccccc(=O)c2O)c1	1.5	-30	2	10	21	5	i	i	-4	14
CCCCn1c(N)c(N(CCOC)C(=O)CSc2nnc(-c3ccc(C(C)(C)C)cc3)n2N)c(=O)[nH]c1=O	1.2	-5	-2	3	1	0	i	i	1	-4
CCN(CC)C(=O)c1sc(N2C(=O)Nc3ccccc3N2O)c(C(=O)OC)c1C	-0.6	-2	-1	1	1	-4	i	i	-1	-5
C/C(Cl)=C\Cn1c(O)c(N=NC(N)=S)c2cc(Br)ccc21	3.4	-6	-2	14	-19	2	i	i	-9	4
CC(NC(=O)C1CC2CCCC(C1)C2=O)c1ccccc1 (stereo not drawn)	-1.7	-12	2	5	4	0	i	i	4	2
COc1cccc(C(C)NC(=O)C2CCCC2)c1 (stereo not drawn)	-1.6	1	-1	-29	1	-2	i	i	-4	-2
Cc1ccc(Nc2nc(NCC3CCCO3)nc(N)c2[N+](=O)[O-])cc1C (stereo not drawn)	-0.6	-2	2	-3	17	1	i	i	3	1
CN1CCN(CC(=O)N2N=C(c3cccs3)CC2c2ccco2)CC1 (stereo not drawn)	-0.8	-8	4	-4	6	-2	i	i	-6	1
CCn1nnc2cc(C(=O)N3CCC(C(=O)OC)CC3)ccc21	-0.9	-4	3	2	4	-2	i	i	0	0
C=CCSc1ncccc1C(=O)NCc1ccc(C)cc1	-1.0	-8	1	0	-2	-1	i	i	15	3
CCc1ccccc1NC(=S)N1N=CCC1c1ccccc1 (stereo not drawn)	0.7	-9	2	-2	-1	2	i	i	3	0
Cc1cc(C)n2c(SCc3ccccc3Cl)nnc2n1	1.9	0	1	-5	1	0	i	i	0	2
COCC(=O)OCC(=O)c1cc(C)n(-c2ccc(Br)cc2)c1C	-0.8	-6	-1	-3	4	0	i	i	-1	-2
O=C(NCc1ccc(Cl)cc1)c1cc2ccccn2n1	0.6	-9	-2	0	-1	3	i	i	3	6

Compound profiles, from the list above.
Cc1ccc(NC(=O)C2CCN(C(=O)c3ccc(Cl)cc3)CC2)nc1 across the screens: LMPTP inh = 0.2; Scp1 inh = -2; Rin1-Abl PPI inh = -3; NadD block = 0; DNMT1 inh = -1; STEP block = -2; Rpn11 block = i; Neddylation inh = i; SUMO1-SIM PPI = 3; CSN deneddyl inh = 3
O=C(O)Cc1coc(-c2ccc(F)cc2)n1 across the screens: LMPTP inh = -1.1; Scp1 inh = 0; Rin1-Abl PPI inh = 1; NadD block = -3; DNMT1 inh = 1; STEP block = -1; Rpn11 block = i; Neddylation inh = i; SUMO1-SIM PPI = -1; CSN deneddyl inh = 1

Next compounds follow.
SMILES	LMPTP inh	Scp1 inh	Rin1-Abl PPI inh	NadD block	DNMT1 inh	STEP block	Rpn11 block	Neddylation inh	SUMO1-SIM PPI	CSN deneddyl inh
Cc1occc1-c1nnc(SCC(=O)NCCc2ccccc2)n1Cc1ccccc1	0.5	-2	-4	3	-4	-2	+	i	2	5
COc1cccc(C(=O)N2CCC[C@@H]2C(=O)N2CCC[C@@H]2C(=O)NCc2ccccc2Cl)c1	-1.0	nt	nt	-2	nt	nt	nt	i	2	-2
O=C(NCC1(N2CCCCC2)CCCCC1)c1cccc(NS(=O)(=O)c2ccccc2)c1	-1.1	-1	-1	-3	6	-1	i	i	0	-3
COc1cc(CN2CCNC(=O)C2CC(=O)N2CCc3ccccc3C2)cc(OC)c1 (stereo not drawn)	-1.9	-6	-2	5	-3	-1	i	i	-1	-1
CCN(CC)c1ccc(CC(=O)NC(C)Cc2ccccc2)cc1 (stereo not drawn)	-0.8	1	-2	-2	1	12	i	i	1	-1
O=c1c(Cc2ccc(Cl)cc2)c(O)ccn1Cc1ccncc1	0.3	-1	3	-6	-2	0	i	i	-1	4
O=C(NN1C(=O)C2C3CCC(O3)C2C1=O)c1ccc(Cl)cc1 (stereo not drawn)	-1.1	0	-1	-6	6	0	i	i	2	3
CC(OC(=O)c1cc(S(=O)(=O)N2CCOCC2)ccc1F)C(=O)NCc1ccc2c(c1)OCO2 (stereo not drawn)	1.1	-2	2	-3	1	-2	i	i	-3	-2
Cc1cccn2cc(-c3cccc(S(=O)(=O)N4CCCCC4)c3)nc12	0.1	4	-1	-5	-2	-1	i	i	4	-2
Cc1c(C(=O)OCC(=O)N2CCCC2)cccc1[N+](=O)[O-]	-0.4	1	1	9	1	-1	i	i	-2	-1
Cc1cc2c(cc1S(=O)(=O)N1CCN(c3ccc(Cl)cc3)CC1)OCCN2C	1.0	-1	-1	1	-10	3	i	i	2	-2
COc1ccc(-c2csc(C(O)c3cccnc3)n2)cn1 (stereo not drawn)	-1.2	nt	-2	-6	10	-2	i	i	-13	0
CCc1nc(SCc2ccc(C(=O)OC)o2)c2c(=O)n(C)c(=O)n(C)c2n1	0.7	-8	-1	-4	0	-1	i	i	7	6
CCC(CC)NC(=O)C1CCN(S(=O)(=O)c2cccs2)CC1	-2.1	-8	-2	-3	0	-3	i	i	-5	1
CCOc1ccccc1CN1CCN(Cc2ccc(C)o2)CC1CCO (stereo not drawn)	-1.1	-5	2	-4	2	2	i	i	-1	6
Cc1nc(Cc2ccc(OC(C)C)cc2)[nH]c(=O)c1CC(=O)O	-1.1	-7	0	-8	1	-4	i	i	5	-6
Cc1nc(C(F)(F)F)c(C(=O)N/N=C(\N)c2cccnc2)s1	-0.4	-6	3	-1	-1	-2	i	i	-4	2
Cc1ccccc1-n1cc(CNC(=O)CCc2nnc(CCc3ccccc3)o2)cn1	1.4	-8	-4	-1	2	-1	i	i	-6	4
CCOc1ccc(N2C(=O)C3Sc4[nH]c(=O)sc4C(c4ccc(OC)c(OC)c4)C3C2=O)cc1 (stereo not drawn)	0.1	-1	-1	3	-3	3	i	i	-4	7
COC(=O)C1=C(C)N(C)C(=O)/C1=C\c1ccco1	-0.6	-10	-5	-3	4	0	i	i	-16	-3
Nc1nc(-c2ccc(-c3ccccc3)cc2)cs1	3.0	3	1	-2	-34	-2	i	nt	-7	-7
CC(C)NC(=O)C1CCN(C2CCN(Cc3cn[nH]c3-c3ccccc3)CC2)CC1	-1.6	-9	-3	-3	1	-3	i	i	1	-11
CN(Cc1c(F)cccc1Cl)C(=O)C1=CC=CN2CCS(=O)(=O)N=C12	-1.2	-5	5	1	6	1	i	i	3	-4
Cc1onc(-c2ccccc2Cl)c1C(=O)NCc1cccs1	-0.8	-13	-1	-6	3	1	i	i	0	-2
O=S(=O)(Cc1ccc(Cl)cc1)Nc1ccc2c(c1)OCO2	0.1	-12	0	-4	-10	-1	i	i	-3	-2
